# EPAC2 antag – antagonists of human EPAC2. Q8WZA2. EPAC2 GEF exchange of Rap1B-BODIPY-GDP, fluorescence. Potency, µM (highest dose often 114 µM), inactives show top-dose activity, negative = inhibition, most hits filed as inhibitors. 360,000 compounds, 0.18% hits; also: potency is read from the fitted curve at half-maximal effect; % is scaled to controls: 0 for no effect and ±100 for the full control effect; nearly all actives have a fitted effect of over 45% in size; many of its hits are not listed in these tables
# CCT modulator – changes cytosolic chaperonin activity; purified chaperonin ATPase assay, HTRF ADP detection, 30 min; activity change, % (no concentration beside the values), hits read low; 360,000 compounds, 0.3% hits; in the data active = activity change below about -30%; also: % is scaled to controls: 0 for no effect and ±100 for the full control effect
#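 Nucleotide hydrolysis assay: TRiC at 20–40 nM final (set by batch activity) with 10 uM ATP, 30 min at 37 °C, in presence of 76 uM compound. Detection by competitive ADP HTRF, 30 min ambient.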
# D3 ag – D3 dopamine receptor (human) agonism; P35462; D3R DiscoveRx beta-arrestin cells, luminescence, 90 min; max activation, %; 410,000 compounds, 0.58% hits; in the data active = max activation above about 30%; also: 0% is about no effect; mostly tested at two doses, the higher about 12 µM
# Target sequence (P35462 whole entry, looked up): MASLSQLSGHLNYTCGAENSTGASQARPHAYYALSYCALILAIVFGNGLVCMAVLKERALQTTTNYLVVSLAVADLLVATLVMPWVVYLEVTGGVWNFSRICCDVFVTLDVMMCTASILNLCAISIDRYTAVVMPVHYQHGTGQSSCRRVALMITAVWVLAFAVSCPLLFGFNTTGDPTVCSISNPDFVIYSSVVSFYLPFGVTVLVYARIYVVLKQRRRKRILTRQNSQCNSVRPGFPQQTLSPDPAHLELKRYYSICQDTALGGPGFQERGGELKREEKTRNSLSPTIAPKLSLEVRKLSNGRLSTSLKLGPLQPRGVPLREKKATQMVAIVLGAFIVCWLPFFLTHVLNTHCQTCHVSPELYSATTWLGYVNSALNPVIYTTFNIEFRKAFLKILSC
#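 Agonist mode: compounds and dopamine controls were applied to plated cells for 90 min at 37 degrees C after an overnight attachment at 1500 cells/well. Luminescent read-out followed 30 - 60 minutes at room temperature with DiscoveRx detection reagent.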
# PTHR1 agonist – agonists of human PTHR1 parathyroid hormone receptor; Q03431; 410,000 compounds, 0.075% hits; HEK293 GP2 PTHR1 cells, GloSensor cAMP luminescence, 1 h; Potency, µM (doses to about 115 µM), without a hit: at the top dose activation, actives largely listed as activators; also: potency is read from the fitted curve at half-maximal effect; nearly all actives have a fitted effect of over 55% in size; some results filed as inactive show a strong effect at the top dose; inactives centre near -15; many of its hits are not listed in these tables
# Target sequence (Q03431 whole entry, looked up): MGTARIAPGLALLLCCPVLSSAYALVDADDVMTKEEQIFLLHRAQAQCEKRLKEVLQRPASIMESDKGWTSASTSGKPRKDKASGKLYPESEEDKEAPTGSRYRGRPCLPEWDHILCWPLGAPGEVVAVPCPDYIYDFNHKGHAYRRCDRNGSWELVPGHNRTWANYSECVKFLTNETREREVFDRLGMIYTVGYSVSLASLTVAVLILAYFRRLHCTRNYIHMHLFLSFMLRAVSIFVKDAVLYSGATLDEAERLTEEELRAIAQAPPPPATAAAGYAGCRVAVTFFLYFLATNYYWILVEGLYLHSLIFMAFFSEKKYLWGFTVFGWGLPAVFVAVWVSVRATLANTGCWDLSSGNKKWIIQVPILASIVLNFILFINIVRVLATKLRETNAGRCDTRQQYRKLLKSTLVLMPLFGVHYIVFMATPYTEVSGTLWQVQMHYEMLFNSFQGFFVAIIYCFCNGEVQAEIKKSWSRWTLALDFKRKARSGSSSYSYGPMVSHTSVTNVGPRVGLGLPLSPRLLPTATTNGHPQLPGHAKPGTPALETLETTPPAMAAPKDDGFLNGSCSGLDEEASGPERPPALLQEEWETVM
#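 HEK-293-derived GP2 cells expressing PTHR1 and a GloSensor cAMP reporter, 3,000/well, plated overnight, given luciferin plus IBMX (each 0.5 mM as added) for 1 h at 37 °C, then compound for 1 h at 37 °C. Luminescence was read after 15 min at room temperature.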
# Mm-Cpn inhibitor – inhibitors of Methanococcus maripaludis chaperonin (MmCpn); AID 504842; Potency, µM (titrated, usually from 76.9 µM), without a hit: at the top dose activity, negative = inhibition, actives largely listed as inhibitors; purified Mm-Cpn ATPase, ADP Transcreener TR-FRET; 330,000 compounds, 0.031% hits; also: potency is read from the fitted curve at half-maximal effect; % is scaled to controls: 0 for no effect and ±100 for the full control effect; nearly all actives have a fitted effect of over 80% in size
#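 ATPase read-out: TR-FRET ADP immunoassay (anti-ADP Eu cryptate vs ADP-d2), ex 320 nm, em 590/665 nm; signal drops as ADP forms. Enzyme 25 nM, ATP 10 uM, 30 min at 37°C after 10 min compound preincubation.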
# EPAC2 agonist – EPAC2 (human) agonism. Q8WZA2. EPAC2 activation, biochemical qHTS; response scale: 100% = 6.5 mM cAMP response. Potency, µM (series often up to 154 µM), inactives show at the top dose activation, hits mostly activators. 360,000 compounds, 0.079% hits; also: potency is read from the fitted curve at half-maximal effect; nearly all actives have a fitted effect of over 50% in size
#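 Compounds were added across a concentration range to EPAC2 (100 nM), RAP1B-BODIPY-GDP (250 nM) and GDP (50 uM). After 5 min at room temperature, fluorescence was recorded at 5-min intervals for 30 min.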
# DRD3 antagonist – antagonists of human D3 dopamine receptor; max response, negative = inhibition, %; 360,000 compounds, 2.5% hits; AID 652054; D3R cells, DiscoveRx beta-arrestin luminescence, antagonist mode; hits give low values; in the data active = max response below about -50%; inconclusive = no clear call, values can overlap the other calls; also: % is scaled to controls: 0 for no effect and ±100 for the full control effect; mostly tested at two doses, the higher about 12 µM
#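 Cells plated overnight at 1500 cells/well, then exposed to library compounds with dopamine controls for 90 minutes at 37 degrees C. DiscoveRx reagent added for 30–60 minutes at room temperature; luminescence read, quantitative HTS format.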
# pAkt inh – Akt phosphorylation inhibition; Neuro2A IGF-stimulated pAkt S473 HTRF, 20 min; hits give low values; activity change, % for hits at 50 µM; 360,000 compounds, 0.32% hits; in the data active = activity change below about -80%; inconclusive = mostly about -51% to -80%; also: % is scaled to controls: 0 for no effect and ±100 for the full control effect
#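 Single-point screen (50 µM final compound) in Neuro2A cells stimulated 20 min with 6 nM IGF at 37 deg C. After lysis, Ser473-phosphorylated Akt read by HTRF (ex 330 nm, em 615/665 nm) as the 665/615 ratio.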
# Numbers without * were called inactive; i = inactive; ? = inconclusive; nt = no result given; & = joins results of further samples; [ ] = remark or other dose. Unless noted, calls follow the shape of the dose curve; as a rule, active = well fitted curve in the direction sought with a large enough effect; inconclusive = small, poorly fitted or top-dose-only effect, or another doubt; inactive = no such curve, though single readings can be large; an effect the other way counts as inactive or inconclusive. Only part of the results is shown; the hit share may differ from the screen's.
SMILES,EPAC2 antag,CCT modulator,D3 ag,PTHR1 agonist,Mm-Cpn inhibitor,EPAC2 agonist,DRD3 antagonist,pAkt inh
O=C(/C=C/c1cccc(F)c1)N1CCN(c2ncccn2)CC1,9%,-0.3,6,-6%,-2%,1%,-3,i
O=C(O)CCCNC(=O)c1ccccn1,4%,-0.9,1,-10%,-2%,-4%,0,i
Cc1cc(C(=O)N/N=C/c2ccc([N+](=O)[O-])cc2)c2ccccc2n1,0%,0.9,-1,i,-6%,4%,-4,i
CCOC(=O)c1cc(S(=O)(=O)N2CCCC2)cn1C,-9%,-5.7,8,i,-1%,10%,-1,i
O=c1[nH]c(CSc2ncc(C(F)(F)F)cc2Cl)nc2cc(C(F)(F)F)ccc12,-5%,-12,4,-1%,0%,0%,1,i
O=C(Nc1ccc2ccccc2c1)c1ccc(NS(=O)(=O)c2ccc(Br)s2)cc1,-7%,-0.3,2,-75%[inhibitor],-13%,0%,-20,i
CCOCN(C(=O)Cn1c(COC)nc2ccccc21)c1c(C)cccc1CC,2%,-0.9,4&2,i,-2%,-23%,-18,i
CCCc1ccc(-c2cc(C(=O)N3CCN(c4ccccn4)CC3)c3ccccc3n2)cc1,-9%,-3.4,44*,-16%,0%,11%,39,i
CC(C)Cc1nnc(NC(=O)CCC(=O)N2CCN(c3ccccn3)CC2)s1,-1%,-3.2,3,i,4%,1%,-12,i
NNc1nnc2c3cc(F)ccc3n(CCc3ccccc3)c2n1,-15%,0.5,4,i,0%,4%,-20,i
CCC(C(=O)Nc1c(C)cc(C)cc1C)N1CCCCCC1 (centres undefined),-4%,0.3,-6,-7%,4%,0%,0,i
Cc1ccc(CN2CCC(C(=O)c3ccc(F)cc3)CC2)cc1,7%,-0.4,-13,-9%,nt,9%,-122*,i
COc1cccc(NC(=O)C2CCCN2S(=O)(=O)c2ccc3c(c2)C(C)(C)C(=O)N3C)c1 (centres undefined),7%,0.3,1&-8,-38%&-20%[inhibitor],-3%,14%,9,i
CC(CCc1ccccc1)NC(=O)C1CCC1 (centres undefined),0%,-1.0,-20,i,nt,7%,-25,i
O=C1OCC(O)=C1Cc1ccccc1,13%,-1.0,2,-13%,nt,3%,16,i

# The final 3 records of the section above come first, to join the parts.
SMILES,EPAC2 antag,CCT modulator,D3 ag,PTHR1 agonist,Mm-Cpn inhibitor,EPAC2 agonist,DRD3 antagonist,pAkt inh
COc1cccc(NC(=O)C2CCCN2S(=O)(=O)c2ccc3c(c2)C(C)(C)C(=O)N3C)c1 (centres undefined),7%,0.3,1&-8,-38%&-20%[inhibitor],-3%,14%,9,i
CC(CCc1ccccc1)NC(=O)C1CCC1 (centres undefined),0%,-1.0,-20,i,nt,7%,-25,i
O=C1OCC(O)=C1Cc1ccccc1,13%,-1.0,2,-13%,nt,3%,16,i
CCOc1ccc(C)cc1S(=O)(=O)n1nc(C)cc1C,-8%,0.9,16,-1%,-2%,3%,-7,i
Cc1ccc(/C(N)=N/OC(=O)CCc2ccccc2)cc1,-1%,-1.9,1,-28%,-1%,1%,2,i
O=C1C=C(c2ccc(O)cc2)C[C@@H](c2ccc(Cl)cc2)C1,?,1.9,-41,-22%,0%,11%,-13,i
COc1cccc(C(=O)OCC(=O)NCC2CCCO2)c1 (centres undefined),0%,0.3,4,-21%,1%,-2%,5,i
CC(=O)c1c(C)[nH]c(C(=O)COC(=O)CCCOc2ccccc2)c1C,0%,-1.0,-1,-25%,-13%,-2%,-9,i
CCCS(=O)(=O)c1nc(S(=O)(=O)c2ccc(C)cc2)c(N2CCC(O)CC2)s1,4%,-0.5,6,i,-2%,1%,-12,i
COC(=O)[C@@H]1Cc2c([nH]c3ccccc23)C2CCC(=O)N21 (some centres undefined),-3%,0.8,0,-18%,?,6%,10,i
CC1CC(C)(C)CC2(C1)NC(=O)N(CC(=O)N(Cc1ccccc1)c1ccccc1)C2=O (centres undefined),-3%,1.2,-1,-7%,0%,-2%,23,i
CC(=O)NC(c1ccc(F)c(F)c1)c1nc(-c2cccc(C(F)(F)F)c2)cs1 (centres undefined),-21%,-2.0,0,-61%[inhibitor],nt,-6%,22,i
COc1ccc(C(=O)Nc2ccc(-c3nnn(CC(=O)NCc4ccco4)n3)cc2)cc1,5%,-1.8,-2,i,0%,17%,-3,i
CCN(c1ccccc1)S(=O)(=O)c1cc(C(=O)NCC(c2ccc(OC)cc2)N(C)C)ccc1C (centres undefined),-20%,-3.0,-20,-27%,nt,5%,-90*,i
Cc1ccc(S(=O)(=O)CCC(=O)Oc2ccc(-c3nnco3)cc2)cc1,7%,-0.9,-6,-19%,2%,3%,-20,i
COc1ccc(-c2cc(C(=O)N/N=C/c3cccnc3)c3ccccc3n2)c(OC)c1,11%,2.4,-16,-2%,nt,?,-1,i
O=C(Nc1cccc(Cl)c1)Nc1ccc(Cl)cn1,9%,-1.1,-5,-39%[inhibitor][57.5 µM],0%,8%,19,i
CCCCC(CC)c1nnc(NC(=O)c2cccs2)s1 (centres undefined),-16%,0.8,-2,-40%[inhibitor],0%,7%,13,i
Cc1cc(=O)oc(C)c1C(=O)OCC(=O)c1ccccc1,-5%,0.5,-13,-8%[57.5 µM],1%,4%,13,i
O=C1NCCC12C(=O)Nc1ccccc12 (centres undefined),2%,-2.3,12,-21%,nt,4%,0,i
O=C(Nc1nnc(-c2ccc3c(c2)CCCC3)o1)C1COc2ccccc2O1 (centres undefined),4%,-3.7,-4,-3%,-1%,5%,0,i
CC1CCN(C(=O)c2ccc3c(c2)NC(=O)/C(=C/c2ccccc2)S3)CC1,-1%,-0.9,-9,-56%[inhibitor],-1%,0%,-1,i
O=CNNC(=O)c1cccc([N+](=O)[O-])c1,12%,-2.4,8,i,-1%,5%,7,i
CCOC(=O)N1CCN(S(=O)(=O)Cc2ccccc2)CC1,3%,2.9,4,-11%,0%,-1%,41,i
COc1ccc(CCNC(=O)c2c(-c3ccccc3Cl)noc2C)cc1,5%,-5.4,0,i,3%,1%,-18,i
O=C(CCN1CCN(c2ccccc2F)CC1)Nc1cccc(F)c1,4%,0.3,15,-44%[inhibitor],-1%,0%,-63*,i
CN1CCC(=NNC(=O)C(=O)Nc2ccccc2F)CC1,13%,0.4,-10,16%,1%,6%,0,i
O=C(C[n+]1cc(-c2ccc(F)cc2)n2c1CCC2)Nc1nc(-c2ccccc2)cs1,1%,0.4,-11,i,1%,-6%,-11,i
O=C(CN(Cc1cccs1)C(=O)CSc1nnc(COc2ccccc2)o1)NC1CCCC1,1%,-1.9,1,-38%[inhibitor],-2%,6%,-22,i
CC1COC(Cn2c3ccccc3c3ccccc32)O1 (centres undefined),?,-5.4,-4,-10%,-1%,20%,-25,i
CN(CCc1ccccc1)C(=O)c1cccc(NC(=O)Cc2ccc([N+](=O)[O-])cc2)c1,-5%,0.8,13,-55%[inhibitor],1%,10%,-2,i
CC1CCN(S(=O)(=O)c2cnc[nH]2)CC1,3%,0.5,3,-11%,-1%,5%,20,nt
COc1ccc([C@H]2[C@H](C(=O)C(C)(C)C)N3N=Cc4ccccc4C3[C@]23N=C(c2ccccc2)OC3=O)cc1 (some centres undefined),-1%,-2.3,17,i,-2%,-3%,20,i
COCCn1c(SCC(=O)Nc2ccc(F)cc2F)nc2c(c1=O)SCC2,0%,1.1,3,-11%,nt,-2%,4,i
Cc1cc(=O)oc2cc(OCC3CC(c4ccc(Cl)cc4)=NO3)ccc12 (centres undefined),14%,3.9,0,-16%,-10%,5%,13,i
COc1ccc(S(=O)(=O)N2CCN(c3cnccn3)CC2)cc1,-2%,0.4,-1,i,1%,3%,-2,i
Cc1cccnc1NC(=O)c1ccc(S(=O)(=O)N2CC(C)OC(C)C2)cc1 (centres undefined),4%,0.9,-3,?,-21%,7%,?,i
CC(C)(C)C(C(=O)NCc1ccccc1)N1CCN(C(=O)C2CCCO2)CC1 (centres undefined),13%,nt,8,i,nt,4%,25,i
CN(C)/C=N/c1ncc(C(=O)c2ccc(Cl)cc2Cl)s1,-1%,-4.2,-11,-18%,-4%,9%,-29,i
C[C@@H]1CN(C2CCN(Cc3nc(C(c4ccccc4)c4ccccc4)no3)CC2)C[C@H](C)O1,3%,0.4,-7,i,2%,5%,0,i
CCOC(=O)N1CCN(C(=O)c2ccc3nc(SCc4ccc(F)cc4)n(C)c3c2)CC1,-3%,-2.1,2,-23%[57.5 µM],-2%,5%,67,i
c1ccc(N2CCN(c3nnnn3-c3ccccc3)CC2)cc1,-16%,-1.3,-6,i,-2%,-7%,18,i
COc1ccc(-c2cc(C(=O)NC3=NCCS3)c3ccccc3n2)cc1OC,-10%,0.4,-11,-30%,-1%,7%,8,i
Cc1noc(C)c1S(=O)(=O)NCc1cccc(Cl)c1,-5%,2.8,-9,11%,2%,14%,-20,i
COc1ccc(NC(=S)NC(NC(=O)CCl)C(Cl)(Cl)Cl)c([N+](=O)[O-])c1 (centres undefined),5%,-5.2,5,i,-2%,2%,24,i
Cc1cc(C(=O)COC(=O)CC2Sc3ccccc3NC2=O)c(C)n1-c1ccc2c(c1)OCO2 (centres undefined),-6%,0.6,0,-18%,-4%,6%,6,i
O=C(Nc1cc2c(cc1Cl)OCCCO2)c1ccco1,10%,-1.6,-11,-22%,-3%,9%,-4,i
C=CCC[C@H](CCCCC)OC(=O)/C=C/[C@@H](O)[C@H](O)C[C@@H](O)CC=C,-24%,-2.9,-1,-11%,nt,-11%,-2,i
CC(C)N1C(=O)C(=O)N(CC(=O)N2CCc3ccccc32)C1=O,-13%,-0.6,3,i,-1%,-1%,13,i
COc1ccccc1CC(=O)N1CCN(S(=O)(=O)c2ccccc2)CC1,2%,-3.8,3,i,-2%,7%,5,i
CC(C)Sc1cc(N2CCOCC2)nc(-c2ccc(Cl)cc2)n1,-4%,-2.0,2,-1%[57.5 µM],0%,16%,-28,i
CCN1CCN(S(=O)(=O)c2ccc(Cl)c(C(=O)N(CC(C)C)C3CCS(=O)(=O)C3)c2)CC1 (centres undefined),14%,-5.8,-7,-17%,nt,2%,1,i
